ATG4B inhibitor = blocks human ATG4B protease cleavage of LC3 substrate | Q9Y4P1 | ATG4B cleavage of LC3-PLA2, NBD-HPC fluorescence, 1 h | inhibition, % at 8.33 µM | 0.51% of 340,000 active; in the data active means inhibition above about 40%
Target sequence (Q9Y4P1 whole entry, looked up): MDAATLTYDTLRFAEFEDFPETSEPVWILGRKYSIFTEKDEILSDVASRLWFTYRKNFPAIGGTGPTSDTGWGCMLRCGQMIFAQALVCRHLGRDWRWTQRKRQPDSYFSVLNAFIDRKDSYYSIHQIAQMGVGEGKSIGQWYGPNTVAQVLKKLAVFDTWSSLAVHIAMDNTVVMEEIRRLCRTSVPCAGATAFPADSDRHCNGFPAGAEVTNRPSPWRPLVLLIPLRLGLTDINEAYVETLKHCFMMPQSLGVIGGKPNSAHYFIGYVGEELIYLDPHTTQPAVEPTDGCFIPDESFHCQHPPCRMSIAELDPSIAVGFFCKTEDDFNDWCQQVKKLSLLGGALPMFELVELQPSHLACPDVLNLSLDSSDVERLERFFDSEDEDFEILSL
Gli-Sufu antag = antagonists of Gli-Sufu signaling. Sufu-KO-LIGHT fibroblasts, Gli luciferase reporter luminescence. inhibition, % at 5 µM. 0.74% of 340,000 active. AID 588413;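 active means inhibition above about 55%, limit read from the data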;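 further: 0% = DMSO-treated cells and 100% = wells with medium but no cells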
EBI2 antag = blocks human EBI2 receptor beta-arrestin signaling | EBI2 beta-arrestin recruitment, luminescence, 7a,25-OHC stimulated | inhibition, % at 5 µM | 0.81% of 360,000 active | AID 651636; in the data active means inhibition above about 38%;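 further: enzyme fragment complementation signal reports receptor beta-arrestin coupling in cells; 0% = agonist plus DMSO wells and 100% = wells without agonist; some results beyond the cut were filed as inactive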
Target sequence (P32249 whole entry, looked up, the tested form may be a part): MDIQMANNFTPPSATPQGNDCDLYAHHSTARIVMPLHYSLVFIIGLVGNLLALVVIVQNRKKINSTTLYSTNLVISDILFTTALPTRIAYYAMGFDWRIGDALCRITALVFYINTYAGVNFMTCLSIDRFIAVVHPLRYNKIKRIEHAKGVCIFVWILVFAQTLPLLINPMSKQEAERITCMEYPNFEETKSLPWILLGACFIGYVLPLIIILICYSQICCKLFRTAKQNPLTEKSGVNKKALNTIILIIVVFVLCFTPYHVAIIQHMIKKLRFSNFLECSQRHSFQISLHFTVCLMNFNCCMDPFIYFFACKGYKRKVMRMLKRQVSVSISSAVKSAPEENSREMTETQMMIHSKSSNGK
APJ ag = activates the human apelin receptor APJ; CHO-K1 APJ PathHunter beta-arrestin, luminescence; 0% DMSO wells, 100% apelin; activation, % at 20 µM; 0.11% of 330,000 active; AID 2520;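 active means activation more than six SD over the plate average, tested at 20 µM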;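 further: 0% = DMSO alone and 100% = apelin-13 at 10 nM; some results filed as inactive read as strong as hits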
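Assay system: CHO-K1 cells stably expressing ProLink-tagged human APJ and arrestin–beta-gal acceptor. Compound dosing: 20 µM single point, 1% DMSO. Times: 16-18 h seeding, 90 min dark compound exposure, 60 min detection. Detection: beta-gal luminescence. Evaluation: APJ–arrestin association signal. Controls: negative DMSO alone, positive Apelin-13 at 10 nM.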
CCR6 antag = CCR6 (human) receptor antagonism; P51684; CHO-K1 CCR6 PathHunter beta-arrestin, luminescence, CCL20-stimulated; inhibition, % at 20 µM; 0.49% of 340,000 active; AID 493098;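 active means compounds whose inhibition of the agonist-driven luminescence signal at 20 µM reaches about 50%, limit read from the data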;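 further: cells stimulated with CCL20 at 14 nM final; plate controls were DMSO with CCL20 for no effect and DMSO without agonist for full effect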
UBC13 inh = human UBC13 polyubiquitination inhibition; P61088; UBC13 polyubiquitin chain formation, TR-FRET; inhibition, % at 20 µM; 0.47% of 330,000 active; AID 485273; in the data active means inhibition above about 45%, passing the limit was not always enough; inconclusive means no clear call, values can overlap the other calls
Target sequence (P61088 whole entry, looked up): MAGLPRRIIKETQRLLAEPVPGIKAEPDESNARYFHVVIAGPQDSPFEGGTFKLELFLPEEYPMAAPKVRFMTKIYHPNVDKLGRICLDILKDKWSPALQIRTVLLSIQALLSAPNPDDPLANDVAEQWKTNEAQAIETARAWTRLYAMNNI
CXCR6 inh = CXCR6 (human) receptor inhibition | O00574 | CHO-K1 PathHunter CXCR6 beta-arrestin, luminescence | inhibition, % at 20 µM | 0.36% of 360,000 active; in the data active means inhibition above about 34%, passing the limit was not always enough;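 further: antagonist mode with CXCL16 agonist at 10 nM final; 0% = 10 nM CXCL16 with DMSO and 100% = unstimulated wells without agonist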
APJ antag = antagonists of human APJ apelin receptor | inhibition, % at 20 µM | 0.32% of 330,000 active | CHO-K1 APJ beta-arrestin complementation, luminescence | P35414;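 active means inhibition above about 40% at 20 µM, limit read from the data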;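 further: cells challenged with 10 nM apelin-13 agonist together with compound; plate controls were apelin-13 plus DMSO wells for no effect and DMSO wells lacking apelin-13 for full effect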
Numbers without * were called inactive; ? = inconclusive; nt = not tested or not shown.

no. | mol | CCR6 antag | Gli-Sufu antag | ATG4B inhibitor | EBI2 antag | APJ ag | UBC13 inh | CXCR6 inh | APJ antag
1 | NS(=O)(=O)c1ccc(NC2=CC(c3ccc(F)cc3)N(c3ccc(S(N)(=O)=O)cc3)C2=O)cc1 (stereo not drawn) | 25 | -12 | -28 | 10 | -1 | -2 | 8 | 10
2 | O=C(NCCC(=O)N1CCN(c2ncccn2)CC1)c1ccccc1Cl | 29 | 4 | -10 | -1 | -1 | 8 | 2 | 8
3 | CC(C)(C)OC(=O)Nc1ccc([C@@H](NC(=O)OC(C)(C)C)C(=O)OC(C)(C)C)cc1 | -4 | 24 | 14 | 13 | 2 | 11 | -4 | 23
4 | CC(C)C(OC(=O)c1ccc(Cl)nc1)C(=O)NC1CCCCC1 (stereo not drawn) | 7 | 13 | -14 | -2 | -1 | -7 | 0 | -4
5 | COCCn1c(N)c(N(Cc2ccccc2)C(=O)CN2C(=O)NC(C)(c3ccccc3)C2=O)c(=O)[nH]c1=O (stereo not drawn) | 5 | 3 | 1 | 3 | -6 | 2 | -1 | -3
6 | CC1CCN(C(=O)CSc2n[nH]c(-c3cccs3)n2)CC1 | 4 | 2 | -5 | -2 | -6 | 1 | 2 | 2
7 | CC(=O)Cc1nsc(NC(=O)c2ccc(COc3ccccc3C)o2)n1 | 0 | 6 | -1 | -10 | 6 | 4 | 3 | 17
8 | COc1ccc(C2Nc3ccccc3C(=O)N2Cc2ccccc2)cc1CSc1ccccn1 (stereo not drawn) | 20 | 20 | 12 | 26 | 0 | 5 | 11 | 3
9 | Cc1ccccc1NCC(=O)N/N=C\C=C\c1cccc([N+](=O)[O-])c1 | 12 | -3 | 0 | 4 | 1 | -5 | 2 | -18
10 | NC(CSC(c1ccccc1)(c1ccccc1)c1cccc2ccccc12)C(=O)O (stereo not drawn) | 28 | -3 | 24 | -2 | nt | nt | -6 | nt
11 | Cc1ccc(C(=O)N2N=C(CC(C)C)CC2(O)C(F)(F)F)o1 (stereo not drawn) | -8 | -6 | -3 | 4 | -1 | 6 | -8 | -33
12 | Cc1cccc(Nc2n[nH]c(=S)s2)c1C | 15 | 1 | -6 | -7 | 0 | -2 | 0 | 8
13 | COc1ccccc1NC(=O)c1cc(S(=O)(=O)NC2CCCC2)ccc1F | 21 | -11 | -6 | 8 | -6 | 45 | 4 | -19
14 | Cc1ccc(OCc2cc(C(=O)N(C)Cc3nccn3C)no2)cc1C | 5 | -1 | 8 | -6 | -4 | -5 | 0 | 3
15 | COc1ccc(C(=O)Nc2ccc(N3CCCC3)cc2)cc1OC | 7 | -16 | 0 | -5 | 3 | -5 | -1 | 19
16 | CCOC(=O)CC(NS(=O)(=O)Cc1ccccc1)c1ccc(C)cc1 (stereo not drawn) | 3 | 2 | -12 | 1 | -4 | -2 | 0 | -2
17 | O=C(C1CC(Cl)CN1S(=O)(=O)c1ccc(Cl)cc1)N1CCOCC1 (stereo not drawn) | 4 | 8 | -7 | -2 | -2 | 3 | 3 | -5
18 | C=CCNC(=S)Nc1c(N)n(C)c(=O)n(C)c1=O | 3 | -13 | 5 | -7 | 0 | -9 | 2 | 11
19 | O=C(CCc1c[nH]c2ccccc12)N1CCN(S(=O)(=O)c2ccccc2)CC1 | 6 | -9 | -13 | -9 | 10 | -2 | 0 | 16
20 | CC(C)C[C@@H](CN1CCC[C@@H]1CN1C(=O)C(=O)NC[C@@H]1Cc1ccccc1)N1C[C@H](Cc2ccc(O)cc2)N(CCc2ccccc2)C(=O)C1=O | 10 | 8 | -8 | -5 | nt | nt | 4 | nt
21 | CCN(CC)C(=O)c1ccccc1NS(=O)(=O)c1ccc(OC)c(C(=O)N2CCOCC2)c1 | 8 | -1 | -7 | -2 | 2 | 8 | -3 | 12
22 | CCC(=O)Nc1ccc2nc(SCC(=O)N3CCCC3)sc2c1 | 1 | -5 | -6 | -6 | -4 | 2 | 9 | 11
23 | CC(C)N1CC(C(=O)Nc2cc(Cl)cc(Cl)c2)CC1=O (stereo not drawn) | 12 | 0 | 12 | 2 | -3 | -2 | 10 | -10
24 | Cc1ccc(N=Cc2c(O)n(-c3nccs3)c(=O)c3ccccc23)c(C)c1 | 18 | -4 | -1 | 10 | -3 | 13 | 5 | -1
25 | CC(=O)c1ccc(N2CCN(CN3C(=O)CC4(CCCC4)C3=O)CC2)c(F)c1 | 10 | 0 | -7 | 7 | -2 | -1 | 2 | 13
26 | CCc1cc2c(NC(Cc3c[nH]c4ccccc34)C(=O)O)nc(C)nc2s1 (stereo not drawn) | 7 | 25 | 12 | -4 | 1 | -4 | -4 | 9
27 | O=C(NC(Nc1ccccn1)C(Cl)(Cl)Cl)c1ccccc1 (stereo not drawn) | 27 | -6 | 4 | -4 | -4 | 5 | 2 | 8
28 | CCOC(=O)N1CCN(C(=O)C(NC(=O)c2ccc(C(C)(C)C)cc2)C(C)C)CC1 (stereo not drawn) | 17 | nt | -4 | 2 | -3 | 1 | -2 | 21
29 | COc1ccc(CN(CC(=O)NCc2ccc(F)cc2)C(=O)c2ccco2)cc1 | 18 | 7 | 2 | 34 | -3 | -4 | 7 | 17
30 | COC(=O)C(C)N1C(=O)S/C(=C/c2cc(C)n(C(C)C)c2C)C1=O (stereo not drawn) | 6 | -82 | -14 | 0 | 8 | 6 | 5 | -2

(cont.)
no. | mol | CCR6 antag | Gli-Sufu antag | ATG4B inhibitor | EBI2 antag | APJ ag | UBC13 inh | CXCR6 inh | APJ antag
31 | O=C(CN1CCN(c2ccccc2O)CC1)Nc1cc([N+](=O)[O-])ccc1Cl | 14 | -3 | -14 | -13 | 1 | -2 | -14 | -18
32 | CCOC(=O)C1=C(C)N(C)C(=O)NC1c1c(C)nn(-c2ccc(C)cc2)c1Cl (stereo not drawn) | 10 | 1 | -5 | -7 | -3 | 5 | 3 | 2
33 | CC(C)(C)C(=O)NC1CCN(C(=O)N2CCCC2)CC1 | 5 | 4 | 0 | -8 | 10 | -8 | 3 | 7
34 | O=C(Oc1ccc[nH]c1=O)c1cc([N+](=O)[O-])cc([N+](=O)[O-])c1 | -24 | -1 | 3 | -23 | 3 | -10 | -23 | -30
35 | CC(C)N(Cc1nc2ccccc2c(=O)[nH]1)C(=O)c1ccc(NC(=O)CSc2nnnn2C)cc1 | 7 | -3 | -21 | -13 | 1 | 0 | -7 | 12
36 | CCO[C@H]1OC(C(=O)N2CCN(Cc3ccc4c(c3)OCO4)CC2)=C[C@@H](c2csc3ccccc23)[C@@H]1CCCO | 15 | 33 | -20 | 3 | -3 | 7 | 12 | -52
37 | CC[C@]12c3[nH]c4cc(CCC(=O)N(C)C)ccc4c3CCN1C(=O)[C@@H](CC(=O)NCCCn1ccnc1)C[C@@H]2C(=O)N1CCN(C(=O)C2CC2)CC1 | 21 | -4 | 2 | -14 | nt | nt | -4 | nt
38 | CN(Cc1ncc[nH]1)C(=O)CC1C(=O)NCCN1Cc1c(F)cccc1Cl (stereo not drawn) | -9 | 5 | 36 | -4 | -4 | -6 | -4 | -28
39 | O=C(/C=C/c1nc2ccccc2s1)N1CCCCCC1 | 15 | -68 | -10 | 12 | -3 | 4 | 6 | -3
40 | CC(=O)Nc1cccc(NC(=O)c2c(-c3ccccc3)noc2C)c1 | -17 | 37 | -6 | -5 | -1 | -4 | -2 | 5
41 | CN(C(=O)c1cccc(NC(=O)Cc2cccc(NC(=O)C3CCN(C(=O)C4CCC4)CC3)c2)c1)C1CCC1 | 16 | -17 | -7 | -2 | nt | nt | 4 | nt
42 | O=C(Nc1ccc2c(c1)oc1ccccc12)c1ccc2c(c1)OCO2 | -5 | -84 | 2 | 12 | -3 | -4 | -6 | -10
43 | CCCn1c(-c2ccc[nH]c2=O)nc2cc(C)c(C)cc21 | 11 | 38 | -2 | -2 | -1 | 5 | 1 | -6
44 | C#CC1(NC(=O)NC(C)(C)C)CCCCC1 | -8 | -2 | -4 | 7 | -3 | 6 | -6 | 8
45 | COc1ccccc1C(=O)NNS(=O)(=O)c1ccc(F)cc1 | 3 | 0 | -3 | -7 | 0 | -1 | -20 | -8
46 | CC(=O)OC(Cn1ccnc1)c1ccccc1 (stereo not drawn) | 21 | -2 | 1 | 2 | -3 | -5 | 1 | 10
47 | O=C(CCCCCn1c(=S)[nH]c2ccc(Br)cc2c1=O)NCC1CCCO1 (stereo not drawn) | 6 | 13 | -6 | 5 | -5 | ? | 2 | -8
48 | Cc1ccc(C(=O)NC(=S)Nc2ccc3[nH]c(=O)[nH]c3c2)c(C)c1 | 14 | 2 | 8 | -3 | -4 | 11 | 6 | -11
49 | COc1cccc(NC(=S)/C(=C(\[O-])c2ccc([N+](=O)[O-])cc2)[n+]2ccccc2)c1 | 4 | -23 | 7 | 0 | 1 | -12 | -8 | -32
50 | CN1CCN(CCC(=O)Nc2ccc(OCc3ccccc3)cc2)CC1 | 0 | 2 | 4 | -8 | -4 | 4 | -1 | 0
51 | Cc1ccc(N2CC(C(=O)Nc3ccccn3)CC2=O)cc1 (stereo not drawn) | -6 | -2 | -1 | -3 | 0 | -5 | 6 | 28
52 | CSCCC(NS(=O)(=O)c1cccs1)C(=O)NCc1cccs1 (stereo not drawn) | -5 | 11 | -5 | -12 | -6 | 0 | 4 | -11
53 | Cc1cc(=O)oc2cc(OC(=O)C3CCN(C(=O)c4ccc(F)cc4)CC3)ccc12 | 11 | -8 | 6 | -3 | -6 | 6 | 2 | -8
54 | Cc1c(C(=O)O)oc2ccc3c(c12)C(O)CC(C)(C)O3 (stereo not drawn) | -2 | 0 | -6 | 15 | -1 | 3 | 0 | 4
55 | Cc1ccc(-n2c(=S)[nH]c3[nH]ncc3c2=O)cc1 | 9 | -2 | -5 | 6 | -4 | -3 | 10 | -2
56 | COc1ccccc1OCC(=O)N(Cc1nnc(-c2ccccc2Cl)o1)C1CC1 | 12 | 4 | -11 | 10 | -4 | 2 | -5 | 25
57 | CCOCCCNC(=S)N1C2CCC1CC(NC(=O)NC13CC4CC(CC(C4)C1)C3)C2 (stereo not drawn) | -2 | 2 | -12 | 3 | -3 | 7 | -8 | 3

Of the compounds above, these have a COOH group.
no. | mol | CCR6 antag | Gli-Sufu antag | ATG4B inhibitor | EBI2 antag | APJ ag | UBC13 inh | CXCR6 inh | APJ antag
10 | NC(CSC(c1ccccc1)(c1ccccc1)c1cccc2ccccc12)C(=O)O (stereo not drawn) | 28 | -3 | 24 | -2 | nt | nt | -6 | nt
26 | CCc1cc2c(NC(Cc3c[nH]c4ccccc34)C(=O)O)nc(C)nc2s1 (stereo not drawn) | 7 | 25 | 12 | -4 | 1 | -4 | -4 | 9
54 | Cc1c(C(=O)O)oc2ccc3c(c12)C(O)CC(C)(C)O3 (stereo not drawn) | -2 | 0 | -6 | 15 | -1 | 3 | 0 | 4

Single records (already shown). Order of screens: CCR6 antag | Gli-Sufu antag | ATG4B inhibitor | EBI2 antag | APJ ag | UBC13 inh | CXCR6 inh | APJ antag
O=C(NC(Nc1ccccn1)C(Cl)(Cl)Cl)c1ccccc1 (stereo not drawn) across the screens: 27 | -6 | 4 | -4 | -4 | 5 | 2 | 8
O=C(C1CC(Cl)CN1S(=O)(=O)c1ccc(Cl)cc1)N1CCOCC1 (stereo not drawn) across the screens: 4 | 8 | -7 | -2 | -2 | 3 | 3 | -5
COc1ccccc1OCC(=O)N(Cc1nnc(-c2ccccc2Cl)o1)C1CC1 across the screens: 12 | 4 | -11 | 10 | -4 | 2 | -5 | 25
O=C(CCc1c[nH]c2ccccc12)N1CCN(S(=O)(=O)c2ccccc2)CC1 across the screens: 6 | -9 | -13 | -9 | 10 | -2 | 0 | 16

Screens from PubChem.
